Myeloid diff 2: promotes myeloid progenitor differentiation; calls only at 10 µM; 360,000 tested, 1% active; ER-HoxA9 myeloid progenitors, lysozyme-GFP differentiation, flow cytometry;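 active = normalized GFP-positive differentiation at or above the plate's own cutoff, the solvent-only control mean plus 3 SD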;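 also: cells exposed to compound for four days before flow analysis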
T cell modulator: T cell immune modulation candidate | 330,000 tested, 0.068% active | 2C CD8+ T cell-vesicle binding, flow cytometry; stronger effect = lower value | calls only at 7 µM;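 active = response, share of CD8 T cells binding vesicles, and their 90th percentile fluorescence all below set limits, cut at about 80% in these data, passing the limit was not always enough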
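Material: 2C TCR transgenic mouse naive CD8+ T cells, MACS-purified. Also added: QL9-charged Drosophila Ld/ICAM-1/B7-1 vesicles. Timing: binding 1.5 h at 37 °C. Measured by: high-throughput flow cytometry with anti-B7-1 and anti-CD8 staining. Read-out: percent CD8+ FL2 mean versus row control. Controls: Unloaded micro-vesicles (low), QL9 vesicles with 0.7% DMSO (high).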
MT stabilize HCS: microtubule stabilizers in HeLa cells | HeLa tubulin immunostaining HCS, 24 h; share of cells brighter than vehicle mean+2SD | 200,000 tested, 0.83% active | % tubulin-high responders, % at 10 µM;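 active = plate Z-score above 3 for both tubulin-high and condensed-nucleus cell shares, with cell loss under 80%, at 10 µM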;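 also: anti alpha tubulin signal scored within the nucleus-defined area of each cell; some results filed as inactive read as strong as hits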
bCat nuc transl: modulators of beta-catenin nuclear translocation; HeLa beta-catenin nuclear translocation, immunofluorescence imaging; nuclear translocation activity, % at 5 µM; 190,000 tested, 0.3% active; AID 1665;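 active = nuclear translocation activity above 50% at 5 µM, with a well cell count of 50 or more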;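 also: per-cell ratio of nuclear to cytoplasmic median beta-catenin stain intensity; plate controls were DMSO negative control for no effect and GSK-3 inhibitor IX positive control for full effect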
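System: Human HeLa cells, endogenous beta-catenin | Compound dosing: 5 µM primary, 0.02–20 µM confirmation | Timing: 24 h compound exposure at 37°C, 5% CO2 | Measured by: Fluorescence imaging of beta-catenin antibody stain plus DAPI | Read-out basis: % activation of per-cell nuclear versus cytoplasmic median beta-catenin signal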
Ins promoter up: MIN6 insulin promoter up-regulation. z-score at 5 µM. MIN6 insulin promoter-GFP reporter, high-content imaging; stronger effect = higher value. AID 1625. 190,000 tested, 0.3% active;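 active = z-score above 3 at 5 µM with at least 500 cells counted in the well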
Lipid droplet: hepatic lipid droplet formation modulation; AML12 mouse hepatocytes, oleate lipid droplets, BODIPY imaging; inhibition, % at 6.5 µM; 240,000 tested, 0.4% active; AID 1656;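 active = lipid droplet intensity inhibited by at least 50%, with more than 500 cells counted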
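Assay system: AML12 mouse liver cells | Compound: 6.5 µM single-point dosing | Schedule: Overnight exposure | Technique: Fluorescence imaging, 20x objective, two fields per well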
Dynein transport: blocks dynein driven cargo transport along microtubules; 3617.4 mouse cells, GR-EGFP nuclear translocation imaging; test concentration mostly 20 µM; stimulated with dexamethasone, 1 µM; stronger effect = lower value; z-score, hits read low; 220,000 tested, 0.47% active;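 active = plate z-score of nuclear minus cytoplasmic receptor signal below a set negative limit, without overly bright fluorescence or cell loss, cut at about -3.5 in these data, passing the limit was not always enough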;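 also: z-score of nuclear minus cytoplasmic ring GR-EGFP intensity difference per well; some compounds called inactive have numbers as strong as hits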
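Buffer or medium: tet-free, stripped-serum medium; reagent: dexamethasone at 1.0 µM final, 30 min; incubation: 48 h induction, 1 h compound, 30 min dex at 37 °C; measured by: formaldehyde fixation, Hoechst nuclear stain, 10x automated fluorescence imaging; read-out: nuclear-to-cytoplasmic GR-EGFP distribution per well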
PMI inhibitors: inhibitors of human PMI, primary screen, biochemical, fluorescence intensity, coupled assay (AID 1209); purified PMI enzyme, coupled fluorescence intensity; higher % means a stronger effect; 190,000 tested, 0.42% active; inhibition, % at 20 µM, or IC50 in µM where a hit was titrated; in the data active = inhibition above about 50%;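 also: plate controls were DMSO vehicle for no effect and wells lacking substrate for full effect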
TNAP activation fold: stimulation of alkaline phosphatase TNAP activity – biochemical, luminescent, no phosphate acceptor, uHTS, primary screen (AID 1001); activation fold at 20 µM; hits with a dose series show EC50 in µM; purified TNAP, luminescent activation assay, no phosphate acceptor; higher activation fold means a stronger effect; 200,000 tested, 0.03% active; in the data active = activation fold from about 3, or a potency from the dose series; inactive = the rest, 99 in 100 with activation fold below about 1.6; also: many of its hits are not listed in these tables
Dynein transport cytoplasmic EGFP: further read-out of Dynein transport, marked with its call; z-score; measured here: cytoplasmic GR-EGFP intensity; stronger effect = higher value
Dynein transport nuclear GR-EGFP: second read-out of Dynein transport, no call of its own (marks repeat the call); z-score; measured here: nuclear GR-EGFP intensity;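 lower value marks the stronger effect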
Dynein transport cell count: also measured in Dynein transport; calls as there; z-score; measured here: cell count per field
Ins promoter up cell count: also measured in Ins promoter up; calls as there; cell count; measured here: cytotoxicity, nuclei count;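 total cells summed across four imaged fields per well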
Lipid droplet cells 6.5 µM: also measured in Lipid droplet; calls as there; cell count; measured here: cell count, cytotoxicity flag;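 cells counted across two imaged fields per well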
bCat nuc transl cell count 5 µM: recorded beside bCat nuc transl, whose call it bears; cell count; measured here: cell count, cytotoxicity flag
T cell modulator vesicle-bound %: further read-out of T cell modulator, marked with its call; double positive events, %; measured here: CD8+ vesicle-bound cell fraction;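 binding gate set so that unloaded-vesicle control wells show 10% double positive cells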
MT stabilize HCS Hoechst-high %: recorded beside MT stabilize HCS, whose call it bears; % Hoechst-high responders; measured here: nuclear condensation Hoechst responders;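 share of cells brighter than vehicle mean plus two SD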
MT stabilize HCS cytotoxicity %: second read-out of MT stabilize HCS, no call of its own (marks repeat the call); toxicity, %; measured here: cytotoxicity by cell density;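 0% = mean cell density of plate MIN control wells and 100% = no cells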
Myeloid diff 2 GFP+ MAC1+ %: second read-out of Myeloid diff 2, no call of its own (marks repeat the call); GFP+ MAC1+ double positive, %; measured here: differentiation confirmed by MAC1 staining
* = called active by the depositor; i = inactive; / = no result given.

Each structure is followed by: Myeloid diff 2 GFP+ MAC1+ %	Lipid droplet cells 6.5 µM	T cell modulator	TNAP activation fold	MT stabilize HCS cytotoxicity %	Ins promoter up cell count	Dynein transport cell count	Myeloid diff 2	Dynein transport cytoplasmic EGFP	Dynein transport	bCat nuc transl	MT stabilize HCS	PMI inhibitors	T cell modulator vesicle-bound %	bCat nuc transl cell count 5 µM	Lipid droplet	Dynein transport nuclear GR-EGFP	MT stabilize HCS Hoechst-high %	Ins promoter up
- O=S(=O)(NCC1CCCO1)c1ccc2c(c1)OCCO2 (stereo not drawn)
→ 1.1	683	i	1.1	4.2	1643	-0.2	i	-0.25	0.19	2.0	4.6	8%	31	899	-10	0.19	3.5	-0.06
- CCC(=O)Nc1ccc(-c2nn3c(C)nnc3s2)cc1C
→ 2.0	783	i	1.1	6.1	1314	0.72	i	-0.13	-0.77	1.2	1.3	16%	37	1184	1	-0.44	1.8	1.5
- CC1CCCCN1S(=O)(=O)c1ccc2c(c1)CCN2C(=O)CCC(=O)O (stereo not drawn)
→ 6.3	/	i	1.1	1.5	1562	-0.46	i	-0.27	0.86	-0.5	3.0	6%	9	1317	/	0.14	1.1	0.07
- COC(=O)c1cc(=O)n(CCc2ccc(OC)c(OC)c2)c(=Nc2ccc(F)c(Cl)c2)s1
→ 1.3	/	i	1	19	915	0.33*	i	0.57*	-4*	/	5.3	7%	30	/	/	-2.3*	4.2	-0.49
- O=C(COc1ccc([N+](=O)[O-])cc1)N/N=C/c1cc([N+](=O)[O-])ccc1N1CCOCC1
→ 0.3	637	i	1	8.5	1462	-0.3	i	-0.066	0.29	-1.0	3.6	6%	48	1152	13	0.7	3.0	-0.08
- O=C(Nc1ccc2c(c1)OCO2)C1CC(c2ccc(F)cc2)=NO1 (stereo not drawn)
→ 0.4	722	i	1.1	5.6	/	0.87	i	-0.23	-0.47	/	5.2	7%	35	/	11	-0.093	1.7	/
- CCCc1nc(N)nc2c1C(=O)CC(C)(C)C2
→ 0.3	/	i	1.1	7.2	1610	0.56	i	-0.23	0.81	-4.8	5.3	2%	19	665	/	1.2	1.8	-0.29
- COc1ccc(Br)cc1/C=N/NC(=O)c1cc(Br)ccc1O
→ /	704	i	1.1	3.2	1281	0.68	/	-0.32	-0.89	-0.3	3.8	-12%	46	1154	25	-0.44	1.9	0.03
- Cc1cccc(CSc2ccc(-c3ccco3)nn2)c1
→ 0.9	692	i	1	3.6	1501	0.017	i	-0.26	-0.12	-0.9	3.7	11%	3	1160	-4	-0.039	2.3	-0.06
- O=C(NCc1ccccc1)C(c1ccccc1)N(Cc1cccs1)C(=O)c1cnccn1 (stereo not drawn)
→ 0.6	/	i	1	7.9	1608	-2.7	i	0.24	2.9	-0.4	2.1	-2%	32	1345	/	2.5	1.6	-0.03
- COc1ccc2c(c1)cc(C(=O)O)n2C
→ 2.9	734	i	1.1	65	1214	0.46	i	-0.31	0.45	-1.1	4.6	4%	43	1032	12	0.22	1.4	0.07
- O=C(CN1CCN(c2ccc(F)cc2)CC1)OCc1ccccc1
→ 0.2	696	i	1.1	6.8	1913	1	i	-0.26	-0.16	0.5	2.1	4%	41	1069	-11	-0.28	1.8	-0.45
- Cc1cccc(NC(=O)C2CCCN2C(=O)OCC(C)C)c1C (stereo not drawn)
→ 2.7	771	i	1	1.9	1293	-0.0025	i	-0.26	-1.3	-1.2	3.0	-13%	24	1232	-9	-1.1	1.2	0.7
- Cc1cc(C)cc(C(=O)Nc2ccc(N3CCN(S(C)(=O)=O)CC3)cc2)c1
→ 0.1	696	i	1.1	/	1432	0.14	i	-0.27	0.071	2.0	/	-2%	34	1030	8	0.35	/	-0.35
- CCN(CC)S(=O)(=O)c1ccc(Cl)c(C(=O)Nc2nnc(C)s2)c1
→ 0.1	/	i	1.2	11	1173	-0.45	i	0.52	0.44	-4.2	4.4	-2%	50	1001	/	0.96	2.6	-0.34
- On1nnc2ccc(C(F)(F)F)cc21
→ 1.2	677	i	1.1	3.9	1330	0.08	i	-0.15	-0.61	-1.8	1.8	-19%	50	1088	4	0.45	2.4	-0.21
- Cc1cc(-c2nc3ncccc3o2)ccc1N
→ 1.7	782	i	1.1	4.3	/	0.11	i	-0.23	-0.78	-0.6	3.2	3%	54	1001	-1	-0.94	1.4	/
- CC12CCC(C(=O)N(NC(=O)c3ccccc3O)C1=O)C2(C)C (stereo not drawn)
→ 0.8	520	i	1	9.1	/	0.21	i	-0.31	0.031	0.0	2.0	-12%	44	977	6	-0.4	3.2	/
- Cn1cccc1-c1cc(C(=O)O)[nH]n1
→ 0.3	/	i	0.3	/	/	/	i	/	/	-1.8	/	-10%	48	846	/	/	/	/
- O=C(Nc1ccccc1)N(CCc1nc2ccccc2[nH]1)C1CCCC1
→ 4.1	/	i	1.2	10	1238	0.29	i	-0.18	0.23	-0.8	2.1	9%	46	996	/	-0.14	1.6	0.21
- COc1cc(C)nc(N2CCCC(C(=O)Nc3cccc(Cl)c3Cl)C2)n1 (stereo not drawn)
→ 3.9	649	i	1.1	4.2	1272	-3.2	i	0.069	4.1	/	2.5	7%	41	/	-16	4.1	2.2	-0.01
- CCn1cnc2sc(C(=O)O)c(C)c2c1=O
→ 1.0	608	i	1	3.9	1286	-0.3	i	-0.26	-0.74	/	2.7	-7%	46	/	-9	-0.068	1.2	0.06
- COc1ccccc1CNC(=O)C(NC(=O)c1ccc(C)cc1)C(C)C (stereo not drawn)
→ 0.4	728	i	1.2	4.7	1309	-0.91	i	0.34	1.3	-0.8	3.2	-9%	21	1057	17	0.65	0.8	-0.86
- CCN(c1ccc(NC(=O)COC(=O)CCc2cc(OC)c(OC)c(OC)c2)cc1)C(C)C
→ 0.6	678	/	1	7.2	963	-0.86	i	-0.15	0.25	4.1	2.4	-15%	/	984	4	0.19	2.6	0.31
- CCc1ccc(N2C(=O)C3C(C2=O)N2CCCN2C3c2ccccc2)cc1 (stereo not drawn)
→ 0.3	735	i	/	/	732	1	i	-0.22	-0.23	23	/	/	23	933	0	-0.51	/	-0.2
- Cc1ccc(C(=O)OCC(=O)Nc2ccc(N(C)C)cc2)cc1NC(=O)c1ccco1
→ 0.7	801	i	1.1	3.8	/	0.39	i	-0.16	-0.064	-1.2	1.2	20%	45	974	2	0.036	1.7	/
- c1ccc(Oc2cccc(NC3=NCCC3)c2)cc1
→ 0.7	/	i	1	6.0	1031	-0.86	i	-0.086	0.8	-7.2	1.5	-6%	35	955	/	0.76	1.6	-0.88
- CCOC(=O)/C(=N\Nc1cc(Cl)ccc1Cl)N1CC(C)OC(C)C1 (stereo not drawn)
→ 0.2	586	i	/	/	936	0.82	i	-0.75	-1.2	0.3	/	/	32	1342	15	-0.87	/	-0.32
- COc1ccc2[nH]c(=O)c(CN(C(=O)C3CCCO3)c3ccc(C)cc3)cc2c1 (stereo not drawn)
→ 1.5	/	i	1.1	0.4	1234	0.24	i	-0.16	-0.5	0.9	3.6	6%	39	1120	/	0.073	1.9	0.51

Entries shown so far that contain a furan ring, fused or not, in the order listed:
Each structure is followed by: Myeloid diff 2 GFP+ MAC1+ %	Lipid droplet cells 6.5 µM	T cell modulator	TNAP activation fold	MT stabilize HCS cytotoxicity %	Ins promoter up cell count	Dynein transport cell count	Myeloid diff 2	Dynein transport cytoplasmic EGFP	Dynein transport	bCat nuc transl	MT stabilize HCS	PMI inhibitors	T cell modulator vesicle-bound %	bCat nuc transl cell count 5 µM	Lipid droplet	Dynein transport nuclear GR-EGFP	MT stabilize HCS Hoechst-high %	Ins promoter up
- Cc1cccc(CSc2ccc(-c3ccco3)nn2)c1
→ 0.9	692	i	1	3.6	1501	0.017	i	-0.26	-0.12	-0.9	3.7	11%	3	1160	-4	-0.039	2.3	-0.06
- Cc1ccc(C(=O)OCC(=O)Nc2ccc(N(C)C)cc2)cc1NC(=O)c1ccco1
→ 0.7	801	i	1.1	3.8	/	0.39	i	-0.16	-0.064	-1.2	1.2	20%	45	974	2	0.036	1.7	/

Assay outcomes as filed in PubChem BioAssay.
